M. tuberculosis HTS: M. tuberculosis growth inhibition, HTS (AID 449762); M. tuberculosis H37Rv growth inhibition, 7H9 media; higher % means a stronger effect; inhibition, % at 25 µM, or IC50 in µM where a hit was titrated; hit rate 0.59% among 330,000; in the data active means a potency from the dose series; inconclusive means inhibition above about 70% without an active follow-up result;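 further: bacterial growth assessed after seven days of incubation; strong numbers were not always called active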
influenza NS1A: H1N1 influenza NS1A inhibitors, functional cell based assay (AID 504329). NS1A functional cell-based assay, percent inhibition; higher % means a stronger effect. one-dose inhibition, % at 12.5 µM; IC50 in µM for titrated hits. hit rate 0.3% among 340,000; in the data active means a potency from the dose series; inconclusive means inhibition above about 27% without an active follow-up result; further: strong numbers were not always called active
PhoP GFP inhibition: PhoP regulon inhibitors, Salmonella typhi PhoP promoter GFP reporter, confirmatory (AID 1850) | hit rate 0.33% among 310,000 | one-dose inhibition, % at 50 µM; IC50 in µM for titrated hits | Salmonella Typhi PhoP-promoter GFP reporter, fluorescence, 4 h; higher % means a stronger effect; in the data active means a potency from the dose series; inconclusive means inhibition mostly from about 25% at the one dose, without a potency; inactive means the rest, 99 in 100 with inhibition below about 19%;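 further: 0% = induced wells with vehicle and 100% = uninduced wells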
tuberculosis growth: growth inhibition of non-replicating M. tuberculosis (AID 488890); Mycobacterium tuberculosis non-replicating, growth inhibition; higher % means a stronger effect; hit rate 0.39% among 320,000; inhibition, % at 25 µM, or IC50 in µM where a hit was titrated; in the data active means a potency from the dose series; inconclusive means inhibition mostly from about 82% at the one dose, without a potency; inactive means the rest, 99 in 100 with inhibition below about 76%;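 further: plate controls were DMSO cells for no effect and high antibiotic wells for full effect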
VEEV TC-83 Vero: inhibitors of VEEV TC-83 cytopathic effect, confirmation, Vero cells (AID 588727) | Vero cells, VEEV TC-83 cytopathic effect inhibition; higher % means a stronger effect | one-dose inhibition, % at 20 µM; IC50 in µM for titrated hits | hit rate 0.13% among 350,000; in the data active means a potency from the dose series; inconclusive means inhibition mostly from about 14% at the one dose, without a potency; inactive means the rest, 99 in 100 with inhibition below about 12%; further: strong numbers were not always called active
VEEV TC-83 Vero 10K pilot screen: recorded beside VEEV TC-83 Vero, whose call it bears; inhibition, %; measured here: 10K pilot screen inhibition
The depositor's hits bear a star; i = inactive; ? = inconclusive; nt = no result given.

SMILES	M. tuberculosis HTS	influenza NS1A	PhoP GFP inhibition	tuberculosis growth	VEEV TC-83 Vero	others
CCCOc1ccc(/C=c2\sc3nc(-c4ccco4)nn3c2=O)cc1OCC	?	0%	-13%	79%	1.4%
COc1ccc2nc(SCC(=O)N(C)C3CCCCC3)[nH]c2c1	-1%	3%	nt	12%	2.4%
Cc1cccc(OP(N)(N)=O)c1C	-5%	-6%	-2%	-6%	1.3%
CC(C)Cn1c(SCc2nc3ccccc3c(=O)[nH]2)nc2ccccc2c1=O	-3%	4%	-8%	-12%	1.6%
[N-]=[N+]=CC(=O)C(c1ccccc1)(c1ccccc1)c1ccccc1	5%	-19%	16%	-13%	4.6%
CS(=O)(=O)CCC(C(=O)OCC(=O)c1ccc(Cl)cc1)N1C(=O)c2ccccc2C1=O (stereo not drawn)	-8%	-5%	-1%	26%	i	VEEV TC-83 Vero 10K pilot screen=1.1
O=C(NC1CCN(C(=O)Nc2ccc(F)cc2)CC1)c1ccc(F)cc1	8%	1%	-32%	-19%	1.2%
CCCNC(=O)Cn1cnc2sc(C(=O)N3CCN(c4ccc(F)cc4)CC3)c(C)c2c1=O	-8%	-10%	-12%	-6%	i
COc1ccccc1-c1nc(-c2ccc(C(=O)O)cc2)no1	-6%	-14%	-15%	0%	2.0%	VEEV TC-83 Vero 10K pilot screen=3.4
O=C(COC(=O)c1cccc(C(=O)OCC(=O)NC2CCCCC2)n1)NC1CCCCC1	8%	10%	-4%	2%	i
O=C(NCC1CCCN(Cc2nccs2)C1)c1cccc2ccccc12 (stereo not drawn)	-2%	-1%	-4%	30%	7.3%
Cc1cccc(-c2nnc(SCC(=O)N3CCCC3)o2)c1	64%	-1%	4%	?	0.7%
C=CCN1C=C2C(=O)C(C)(OC(=O)c3ccco3)C(=O)C(C=C)=C2C=C1C1CC1 (stereo not drawn)	-7%	nt	-2%	33%	nt
COc1cccc(NC(=O)[C@@H]2CCCN2C(=O)[C@@H]2Cc3ccccc3CN2C(=O)OC(C)(C)C)c1	-1%	-5%	-9%	17%	3.1%
CC(OC(=O)CCN=C1NS(=O)(=O)c2ccccc21)C(=O)NCc1ccccc1 (stereo not drawn)	-4%	-9%	3%	-3%	1.6%
CC(=O)c1cccc(NC=C2C(=O)OC3(CCCCC3)OC2=O)c1	3%	-23%	-4%	0%	i
CC(=O)N1CCN2C(=O)C1CCCC(=O)c1cc(C)ccc12 (stereo not drawn)	-3%	1%	-3%	-7%	0.6%
O=C(CCc1ccccc1)N/N=C/c1cc(Br)ccc1O	-2%	13%	-10%	0.44µM*	12%
CS(=O)(=O)N(CCc1ccccc1)CC(=O)NCc1ccccc1	-3%	-12%	8%	-16%	0.0%
COC(=O)C1=C(N)Oc2cc(C)n(Cc3cccnc3)c(=O)c2C1c1ccc(OC)c(OC)c1 (stereo not drawn)	-4%	1%	4%	0%	5.5%
COc1ccc(NC(=O)c2ccc(NC(=O)CN3CCN(c4ccccc4)CC3)cc2)cc1	-2%	-4%	nt	2%	0.0%
OCCN1CCN(c2nc(NCc3ccco3)c3ccccc3n2)CC1	0%	4%	3%	10%	0.6%
CCCN1CCN(CCCNC(=O)C(CC)n2nc(C)c3sc4ccccc4c3c2=O)CC1 (stereo not drawn)	-1%	-5%	3%	15%	i
COc1ccccc1C(=O)Nc1ccnn1C1CCN(Cc2cc(C)c(C)cc2C)CC1	15%	18%	-2%	44%	6.0%
Cc1ccc(C(=O)N/C(=C\c2cccs2)C(=O)NC2CCCCC2)cc1	9%	-3%	-7%	2%	1.3%
Next records follow.
SMILES	M. tuberculosis HTS	influenza NS1A	PhoP GFP inhibition	tuberculosis growth	VEEV TC-83 Vero	others
C[C@H](CO)N1C[C@H](C)[C@@H](CN(C)Cc2ccccc2)Oc2c(NC(=O)C3CC3)cccc2C1=O	1%	3%	nt	17%	5.9%
Cc1ccc(-n2nc3c(=O)n(CC(=O)NCc4ccccn4)nc(C)c3c2C)cc1	-11%	6%	4%	-1%	i
CSCCC(NS(=O)(=O)c1cccc(C(F)(F)F)c1)C(=O)N(C)Cc1ccc2c(c1)OCCO2 (stereo not drawn)	-10%	-15%	1%	2%	5.0%
CS(=O)(=O)Nc1ccc(S(=O)(=O)N2CCCC2)cc1	-2%	-2%	-7%	1%	0.9%
O=C(c1nn2c(C(F)(F)F)cc(-c3cccs3)nc2c1Br)N1CCCc2ccccc21	4%	-5%	-1%	23%	7.6%
CCc1cc(/C(Cc2ccc3ccccc3n2)=N\O)c(O)cc1O	-5%	-2%	-4%	25%	6.4%
S=C(c1c[nH]c2ccccc12)N1CCCC1	-1%	0%	5%	4%	1.3%
COc1cc(CC(=O)OCC(=O)c2ccc3c(c2)OCCO3)cc(OC)c1OC	2%	-5%	-6%	32%	11%
Cc1c(Cl)cccc1NC(=O)Nn1cnnc1	1%	-4%	5%	4%	1.7%
Cc1cccc(C(=O)NCCC(=O)NCc2ccccc2F)c1	3%	-24%	nt	-18%	i
CCN(CC)C(=O)CSc1nc2ncc(Cl)cc2[nH]1	-8%	-6%	-2%	-7%	1.1%
COC(=O)C1CSC(C(=O)OC)N1C(=O)CN1CCN(c2ccccc2)CC1 (stereo not drawn)	5%	2%	2%	-7%	i
O=C(Nc1ncc(Cc2cccc(Cl)c2)s1)c1ccc([N+](=O)[O-])cc1	-3%	9%	-3%	-14%	0.1%
O=C(CCCc1c[nH]c2ccccc12)N1CCCCCC1	-8%	4%	-1%	28%	i
N#CCC(=O)NN1Cc2ccccc2C1=N	-1%	-10%	1%	-5%	0.6%
CCOC(=O)CNC(=O)C12CC3CC(CC(C3)C1)C2	-9%	11%	-4%	47%	1.5%
Cc1ccc(S(=O)(=O)Nc2csc(C)c2C(=O)O)cc1	19%	nt	-7%	27%	2.0%
CS(=O)(=O)N1CCN(c2ccccc2NC(=O)Cc2ccc(Cl)cc2)CC1	-4%	9%	-11%	4%	2.6%
COc1ccc(CSc2nnnn2Cc2ccccc2)cc1OC	3%	0%	-8%	5%	i
CSc1nc(O)c(Nc2cccc(Cl)c2)c(=O)[nH]1	-3%	3%	-1%	-15%	i
CC(C)c1ccccc1OCC(O)CN1CCN(S(=O)(=O)c2ccc([N+](=O)[O-])cc2)CC1 (stereo not drawn)	18%	-14%	-14%	15%	1.9%
CCNc1c(NC(=O)COc2ccc(Cl)cc2)c(=O)oc2ccccc12	10%	-4%	0%	-5%	0.6%
Cc1ccc(N2C(=O)c3ccccc3C2=O)nc1	-3%	-16%	1%	-9%	0.1%
CC1(C)Cc2c(sc(NC(=O)COc3ccc(Cl)cc3Cl)c2C(N)=O)C(C)(C)N1	11%	-6%	19%	37%	10%
Cn1c(SCC2CCCCC2)nnc1-c1ccncc1	1%	-3%	-1%	67%	5.1%
(list continues)
SMILES	M. tuberculosis HTS	influenza NS1A	PhoP GFP inhibition	tuberculosis growth	VEEV TC-83 Vero	others
CC(C)c1nc2ccccn2c1NC1CCCCC1	4%	-9%	3%	16%	1.1%
O=C(NC1CCN(C(=O)NC2CCCCC2)CC1)c1cccc(F)c1	-2%	0%	-2%	-2%	1.2%
CC1(C)Cc2nc3sc4c(NCCO)ncnc4c3cc2CS1	9%	-2%	7%	15%	6.0%
O=C(NCc1ccccc1Cl)C1CCC(CNc2c(N3CCCCC3)c(=O)c2=O)CC1 (stereo not drawn)	-7%	-20%	-6%	nt	0.9%
COc1ccc(C(=O)Nc2cc(C)on2)cc1S(=O)(=O)N1CC(c2ccccc2)CC1=O (stereo not drawn)	1%	nt	-5%	-11%	0.7%
CS(=O)(=O)c1ccc(Cl)c(NC(=O)COC(=O)CNC(=O)c2cccs2)c1	-1%	-7%	5%	-8%	i
CC(OC(=O)CC1CCCC1)C(=O)Nc1ccc(Cl)cn1 (stereo not drawn)	28%	-3%	-3%	76%	0.3%
Cc1csc(NC(=O)C2CCN(S(=O)(=O)c3cccs3)CC2)n1	-10%	-1%	3%	17%	3.5%
Cc1ccc(N2C(=O)NC(NC(=O)C3CC3)(C(F)(F)F)C2=O)cc1 (stereo not drawn)	-8%	2%	-1%	-6%	0.0%
O=[N+]([O-])c1cccc2c(N3CCOCC3)ccnc12	-1%	11%	0%	4%	0.2%
COc1ccc(N/C=C(\C#N)c2ccc(OCCCF)cc2)cc1	4%	7%	-19%	31%	2.6%
Cc1ccc(S(=O)(=O)n2cnc3ccccc32)c(C)c1	0%	-6%	-10%	16%	i
COc1ccc(C(=O)NCCCCCC(=O)N/N=C/c2ccco2)cc1OC	-6%	-13%	-9%	-2%	0.4%
NC(=O)CN(c1ccc(Oc2ccccc2)cc1)S(=O)(=O)c1ccccc1	-3%	6%	-1%	-14%	0.1%
O=C(OCC1COC(c2ccccc2)(c2ccccc2)O1)c1ccccc1 (stereo not drawn)	nt	-14%	nt	nt	3.9%
CCOC(=O)c1cnc(-n2nc(C)cc2C)nc1NNc1cc(-c2ccccc2)nc(C)n1	?	nt	-4%	?	nt
CC(C)CCN(C(=O)Nc1ccccc1)C(C)c1cccs1 (stereo not drawn)	-10%	-3%	-7%	9%	i
O=c1c(/C=C(\O)c2ccccc2)nc2ccccc2n1-c1ccccc1	13%	-20%	-30%	0%	2.5%
O=C(COC(=O)c1ccc(O)cc1)NCCC1=CCCCC1	1%	-5%	5%	36%	2.4%
O=C(O)CSc1nnc(-c2ccc(Cl)cc2Cl)n1-c1ccc(Br)cc1	0%	-3%	-8%	-3%	0.6%
O=C(O)c1cc([N+](=O)[O-])c(NCc2cccnc2)c([N+](=O)[O-])c1	-6%	-3%	5%	-21%	1.6%	VEEV TC-83 Vero 10K pilot screen=1.6
Cc1ccc(S(=O)(=O)Oc2ccccc2C=C2C(=O)N(C)C(=O)N(C)C2=O)cc1	-1%	25%	-6%	51%	1.4%
O=C(CNC(=O)c1cccs1)N/N=C/c1ccco1	0%	-10%	12%	-8%	0.3%
CC(C)(C)CN1C(=O)C(=O)NC[C@@H]1Cc1ccc(O)cc1	-5%	-5%	-4%	-4%	0.3%
COc1cc2c(cc1OC)CN(C(=O)C1CCCN1S(=O)(=O)c1ccc(F)cc1)CC2 (stereo not drawn)	4%	4%	-8%	-13%	i
(next part)
SMILES	M. tuberculosis HTS	influenza NS1A	PhoP GFP inhibition	tuberculosis growth	VEEV TC-83 Vero	others
CNCC(=O)c1ccccc1	-4%	nt	7%	-22%	nt
O=C(NNS(=O)(=O)c1ccc([N+](=O)[O-])cc1)c1ccncc1	?	3%	0%	75%	i
O=C(NCc1ccc(Cl)cc1)C1=Cc2cc(Cl)ccc2OC1	6%	9%	17%	39%	1.0%
COc1ccc(CN2CCSc3sccc3C2=O)cc1	1%	3%	-12%	-3%	0.2%
COc1ccc(NC(=O)c2nc[nH]c2C(=O)N[C@@H](C)c2ccccc2)cc1	?	-4%	-15%	76%	1.0%
Cc1nc2ccc(NC(=O)c3oc4ccc(F)cc4c3C)cc2s1	-1%	12%	nt	11%	1.3%
O=C(CSc1nnc(NC2CCCCC2)s1)NCc1ccco1	2%	-3%	7%	76%	0.1%
CCOC(=O)Cc1nc(-c2ccc(Cl)cc2)n[nH]1	20%	3%	10%	9%	i	VEEV TC-83 Vero 10K pilot screen=0.1
Cc1[nH]cnc1CSCc1ccc(F)cc1	3%	17%	-2%	6%	0.4%
CCOC1OC(=O)C(Cl)=C1Nc1ccccc1C (stereo not drawn)	2.9µM*	-2%	2%	67%	0.5%
CCn1cc(CN2CCCC(CO)(Cc3ccc(F)cc3)C2)c2ccccc21 (stereo not drawn)	?	2%	-3%	55%	1.1%
CCC(C)N=Cc1c(O)n(-c2ccccc2)c(=O)[nH]c1=O (stereo not drawn)	-4%	20%	0%	10%	3.1%

Entries listed so far that have bromine, in the order listed:
SMILES	M. tuberculosis HTS	influenza NS1A	PhoP GFP inhibition	tuberculosis growth	VEEV TC-83 Vero	others
O=C(CCc1ccccc1)N/N=C/c1cc(Br)ccc1O	-2%	13%	-10%	0.44µM*	12%
O=C(c1nn2c(C(F)(F)F)cc(-c3cccs3)nc2c1Br)N1CCCc2ccccc21	4%	-5%	-1%	23%	7.6%
O=C(O)CSc1nnc(-c2ccc(Cl)cc2Cl)n1-c1ccc(Br)cc1	0%	-3%	-8%	-3%	0.6%

Part of the list above in order of length of the SMILES, high to low:
SMILES	M. tuberculosis HTS	influenza NS1A	PhoP GFP inhibition	tuberculosis growth	VEEV TC-83 Vero	others
O=C(NNS(=O)(=O)c1ccc([N+](=O)[O-])cc1)c1ccncc1	?	3%	0%	75%	i
CCOC(=O)Cc1nc(-c2ccc(Cl)cc2)n[nH]1	20%	3%	10%	9%	i	VEEV TC-83 Vero 10K pilot screen=0.1
COc1ccc(CN2CCSc3sccc3C2=O)cc1	1%	3%	-12%	-3%	0.2%
CNCC(=O)c1ccccc1	-4%	nt	7%	-22%	nt

Screens (PubChem)
